phage Ecoli inh – growth loss of phage-infected E. coli, primary screen, RecBCD inhibitor project, absorbance, with phage, HTS | inhibition, % at 11.9 µM | 360,000 tested, 0.26% active; in the data active means inhibition above about 11%
Starred values were filed as active, the others as inactive. Only part of the results is shown, so the mix of outcomes need not match the whole.

| phage Ecoli inh | SMILES |
| --- | --- |
| 2.7 | CCCCCCCCN1C(=O)[C@@H](CC(=O)N2CCCC2)C[C@@]2(C(=O)OC)C1=C[C@H](C1CCCC1)O[C@@H]2C |
| 0.5 | COc1ccccc1-c1cnc(C(O)c2ccc(Cl)cc2C)[nH]1 (stereo unspecified) |
| -0.2 | NC(COCc1ccccc1)c1csc(Nc2ncccn2)n1 (stereo unspecified) |
| 1.3 | CCc1nc2ccc(C(=O)NC3CCN(Cc4ccccc4)CC3)cn2c1N(CC)Cc1cccc(Br)c1 |
| 2.1 | O=S1(=O)N[C@H](Cc2ccccc2)COc2cccc(NCCO)c21 |
| 1.1 | COc1ccccc1-c1cnc(C(O)c2ccc(C(C)(C)C)cc2)[nH]1 (stereo unspecified) |
| 2.7 | CC1(C(=O)NS(=O)(=O)c2ccc(F)cc2F)CCN1C(=O)c1ccco1 (stereo unspecified) |
| 2.0 | O=c1[nH][nH]c2c1[C@@H](c1ccc(F)cc1)O[C@H](CCc1ccccc1)C2 |
| 1.9 | Cc1nc(SCC(=O)c2cc3ccccc3oc2=O)c(C#N)c(C)c1C(=O)Nc1ccccc1 |
| -0.2 | Cc1ccc(S(=O)(=O)NC(=O)C2(C)CCN2C(=O)C2(c3ccc(Cl)cc3)CC2)nc1 (stereo unspecified) |

The results go on:
| phage Ecoli inh | SMILES |
| --- | --- |
| -0.1 | CCCS(=O)(=O)NC(=O)C1(C)CCN(C(=O)c2ccc(C#N)cc2)C1 (stereo unspecified) |
| 4.0 | O=C(Nc1ccc(F)cc1)N[C@H]1CC[C@H](CCNS(=O)(=O)c2cccc(Cl)c2)O[C@@H]1CO |
| 2.9 | Cc1c(C2(O)CCCCC2)[nH]c2ccccc12 |
| 2.9 | CC1(C(=O)NCc2ccccc2)CCC(=O)N1CCCn1ccnc1 (stereo unspecified) |
| 0.5 | CCOc1ccc(-c2cc(C(=O)NCCOC)[nH]n2)c(C)c1 |
| 3.0 | CCCCNc1c(-c2cc3ccccc3o2)nc2nc(C)cc(C)n12 |
| 4.1 | COc1cc(CNC(=O)Nc2nnc([C@H]3C[C@H](O)[C@@H](CO)O3)s2)cc(OC)c1OC |
| 2.8 | O=C(CC1CCCC1)N[C@H](C(=O)N1CCC[C@H]1C(=O)NCCc1ccccc1Cl)c1ccccc1 |
| 3.6 | O=C1NC[C@H](CCCCN2CCN(CCC3CCCCC3)C(=O)C2=O)N(CCc2ccc(O)cc2)C1=O |
| 1.5 | COc1ccc(C(=O)NCCNc2nc3cc(C)cc(C)c3cc2C#N)c(OC)c1 |

Next section.
| phage Ecoli inh | SMILES |
| --- | --- |
| 4.5 | COC(=O)C(C#N)(CCC(=O)c1ccccc1)CCC(=O)c1ccccc1 |
| 2.7 | CN(C)c1ncnc2c1ncn2[C@H]1CN(Cc2ccco2)C[C@@H](CO)O1 |
| 5.3 | CC(=O)Nc1ccc(NCCc2cccs2)cc1 |
| 2.8 | O=C(c1ccco1)N1CCN(C2CN(CCc3ccccc3)S(=O)(=O)C2)CC1 (stereo unspecified) |
| -0.6 | O=C(NCC(=O)N1CCCC1)NN=Cc1ccccc1O |
| -0.3 | COCCNc1nc(NCc2cc(-c3ccc(OC)cc3)no2)c2sccc2n1 |
| 1.7 | CCOC(=O)C1=CCN(S(=O)(=O)c2ccccc2Cl)C1c1cccc(Cl)c1 (stereo unspecified) |
| 0.2 | C[C@@H]1CN([C@H](C)CO)C(=O)CCCn2cc(nn2)CO[C@H]1CN(C)S(=O)(=O)c1ccc(Cl)cc1 |
| 2.1 | CCOC1=C2[C@@H](CN(S(=O)(=O)c3ccc(C)cc3)[C@H]2c2cccc3ccccc23)[C@H]2C(=O)N(CC)C(=O)[C@H]2C1 |
| 1.9 | CCCCNC(=O)c1nc(-c2cccnc2OC)oc1-c1ccc(Cl)cc1 |

Remaining list, next part
| phage Ecoli inh | SMILES |
| --- | --- |
| -0.4 | C[C@H]1COc2cccc(N3CCSCC3)c2S(=O)(=O)N1 |
| 2.5 | COCCNC(=O)C1CCCN(C(=O)c2sccc2C)CC1 (stereo unspecified) |
| 1.9 | Cc1ccccc1CN1C(=O)CSCC1(C)C(=O)Nc1ccc2c(c1)OCCO2 (stereo unspecified) |
| 3.8 | O=C(NCc1cccc(Cl)c1)C1Cc2c(-c3ccccc3Oc3ccccc3)ccnc2O1 (stereo unspecified) |
| 4.2 | Oc1ccc(C[C@H]2CN([C@@H](Cc3cccc(O)c3)CN3CCC[C@@H]3CN3C(=S)NC[C@@H]3Cc3ccccc3)C(=S)N2CC2CCCCC2)cc1 |
| 0.8 | CCc1nc2c(OCc3ccccc3C(=O)OC)cccn2c1N(C)C(=O)c1ccncc1 |
| 2.7 | COc1ccc(C(C)(O)c2nc(-c3cccc(C#N)c3)cs2)cc1 (stereo unspecified) |
| -1.0 | O=C(Nc1ccc2ccccc2c1)C(c1ccccc1F)n1c(=O)c(-c2cc3ccccc3[nH]2)nc2ccccc21 (stereo unspecified) |
| -2.9 | CCCCC[C@@H](C)N1C[C@@H](COCc2ccccc2)Oc2cc(N3CCC[C@H]3C(N)=O)ccc2S1(=O)=O |
| -0.3 | COC(=O)C1=CN(c2ccc(C(C)(C)C)cc2)C(N)=C(C#N)C1c1cccc2ccccc12 (stereo unspecified) |

Overlap with the part before: 4 compounds; new compounds follow.
| phage Ecoli inh | SMILES |
| --- | --- |
| 2.7 | COc1ccc(C(C)(O)c2nc(-c3cccc(C#N)c3)cs2)cc1 (stereo unspecified) |
| -1.0 | O=C(Nc1ccc2ccccc2c1)C(c1ccccc1F)n1c(=O)c(-c2cc3ccccc3[nH]2)nc2ccccc21 (stereo unspecified) |
| -2.9 | CCCCC[C@@H](C)N1C[C@@H](COCc2ccccc2)Oc2cc(N3CCC[C@H]3C(N)=O)ccc2S1(=O)=O |
| -0.3 | COC(=O)C1=CN(c2ccc(C(C)(C)C)cc2)C(N)=C(C#N)C1c1cccc2ccccc12 (stereo unspecified) |
| 1.7 | COc1cccc(C(C(=O)NC2CCCC2)N2CCN(c3ncccc3C#N)CC2)c1OC (stereo unspecified) |
| 2.3 | Cc1cn([C@H]2C[C@H](O)[C@@H](CCC(=O)NCc3cccs3)O2)c(=O)[nH]c1=O |
| 3.3 | C[C@H]1[C@H](c2ccccc2)Oc2cccc(NCCc3ccccc3)c2S(=O)(=O)N1Cc1cccc(Cl)c1 |
| 1.8 | O=C(NC(c1ccc2c(c1)OCO2)c1ccccn1)C1CCN(CCOc2ccccc2)CC1 (stereo unspecified) |
| 1.1 | OC(c1ccccc1)(c1nc(/C=C/c2ccc(C(F)(F)F)cc2)cs1)C(F)(F)F (stereo unspecified) |
| 0.8 | COc1ccccc1-c1cc2nc(NCCOc3ccccc3)ccn2n1 |
| 3.5 | COc1cc(C)ccc1S(=O)(=O)NC(=O)Cn1nnc(COc2ccc3c(c2)CCCC3)c1C |
| 2.5 | O=C(NCc1ccncc1)[C@@H]1CCCN1C(=O)[C@@H]1CCCN1 |
| 1.9 | Nc1nc2c(ncn2[C@@H]2O[C@H](C(=O)NCC(c3ccccc3)c3ccccc3)[C@@H](O)[C@H]2O)c(=O)[nH]1 |
| 2.3 | Nc1nc2c(ncn2[C@@H]2O[C@H](CNCc3cnc(N4CCOCC4)nc3)[C@@H](O)[C@H]2O)c(=O)[nH]1 |

Continuation:
| phage Ecoli inh | SMILES |
| --- | --- |
| 1.7 | Cn1c(NCc2ccccc2F)nc2cc(-c3cccc(C(F)(F)F)c3)sc2c1=O |
| 3.5 | O=C1Nc2ccccc2-c2nnnn2C1N1CCCC1 (stereo unspecified) |
| 1.0 | COc1ccc(NC(=O)N[C@H]2CC[C@@H](CC(=O)NC3CCC3)O[C@@H]2CO)cc1 |
| -0.1 | Cn1c(Nc2ccc(Cl)cc2F)nc2cc(-c3ccccc3)sc2c1=O |
| 0.0 | CN1OC[C@@H]2CN[C@H](c3ccc(N4CCCCC4)cc3)C[C@@H]21 |
| 1.6 | COC(=O)C1(C(=O)OC)C[C@H](c2ccccc2)N(Cc2ccccc2OC)[C@@H]1c1ccccc1 |
| 1.7 | Cc1noc(C)c1Cn1c(C)c(C(=O)NCc2ccc3c(c2)OCCO3)sc1=O |
| 0.9 | Cc1nc2c(OCc3ccc(Cl)cc3)cccn2c1N(C)Cc1cccs1 |
| 0.3 | C[C@H](c1ccccc1)N1C[C@H](COCc2ccccc2)Oc2cc(N3CC[C@@H](O)C3)ccc2S1(=O)=O |
| -0.5 | COc1ccc(C(N)c2csc(NC(=O)Nc3cccc(C(F)(F)F)c3)n2)cc1 (stereo unspecified) |

The listing continues.
| phage Ecoli inh | SMILES |
| --- | --- |
| -0.2 | Cc1ccc2nc(-c3ccccc3)c(Cc3cccc(Cl)c3)n2c1 |
| 2.6 | Nc1ccn([C@@H]2O[C@H](C(=O)N3CCSC3)[C@@H](O)[C@H]2O)c(=O)n1 |
| 3.8 | COc1cccc(-c2cnc(C(O)c3cc(C)ccc3C)[nH]2)c1 (stereo unspecified) |
| 2.2 | COCOc1ccc(-c2ncc(OCCN3CCCC3=O)nc2NC(=O)c2cc3ccccc3s2)cc1 |
| 1.1 | CC1(Oc2ccc(Cl)cc2)CCN(Cc2cccn2-c2nccs2)C1 (stereo unspecified) |
| 3.5 | Nc1[nH]c(=O)ncc1-c1ccc([N+](=O)[O-])cc1 |
| 3.8 | COc1cc(F)ccc1-c1cc(C(=O)NCC2CCCCC2)[nH]n1 |
| -0.6 | CCCCOCC1CN(CCCC)S(=O)(=O)c2c(cccc2N(C)S(=O)(=O)c2ccc(C)cc2)O1 (stereo unspecified) |
| 3.7 | Nc1ncnc2c1ncn2[C@@H]1O[C@H](C(=O)N[C@H]2c3ccccc3C[C@H]2O)[C@@H](O)[C@H]1O |
| 0.7 | CN(C)Cc1csc(NC(=O)Nc2ccccc2-c2ccccc2)n1 |

Ordered by SMILES length (smallest number first): some entries from above.
| phage Ecoli inh | SMILES |
| --- | --- |
| 1.1 | CC1(Oc2ccc(Cl)cc2)CCN(Cc2cccn2-c2nccs2)C1 (stereo unspecified) |
| 2.2 | COCOc1ccc(-c2ncc(OCCN3CCCC3=O)nc2NC(=O)c2cc3ccccc3s2)cc1 |
| 2.6 | Nc1ccn([C@@H]2O[C@H](C(=O)N3CCSC3)[C@@H](O)[C@H]2O)c(=O)n1 |
| 3.7 | Nc1ncnc2c1ncn2[C@@H]1O[C@H](C(=O)N[C@H]2c3ccccc3C[C@H]2O)[C@@H](O)[C@H]1O |

Next entries follow.
| phage Ecoli inh | SMILES |
| --- | --- |
| 1.4 | CN(Cc1ccccc1)C(=O)c1ccc2nc([C@@H]3O[C@H](CO)[C@H](O)[C@H](O)[C@H]3O)[nH]c2c1 |
| 1.3 | COC(=O)[C@]1(Cc2ccccc2)NC=C(C(=O)c2ccccc2)[C@@H]1c1cccs1 |
| 2.5 | CN(C)CCNC(=O)c1ccc(-c2cn3c(-c4ccc(Oc5ccccc5)cc4)cnc3cn2)cc1 |
| 1.6 | COC(=O)c1cccc(-n2c(C)cc(O)cc2=O)c1 |
| -3.3 | O=C(C[C@H]1CC[C@H]2[C@@H](COC[C@@H](O)CN2S(=O)(=O)c2ccc(F)cc2)O1)N[C@@H]1CCN(Cc2ccccc2)C1 |
| 0.1 | C[C@@H]1CN([C@@H](C)CO)C(=O)c2cc(Br)cnc2O[C@@H]1CN(C)C(=O)c1ccc(F)cc1 |
| 1.9 | Cc1noc(C)c1C(=O)N1CCC1(C)C(=O)NS(=O)(=O)c1cccc(F)c1 (stereo unspecified) |
| 2.5 | COCC(=O)N1C[C@H](C)[C@H](OC)CN(C)C(=O)c2cc(NC(=O)Nc3cccc(F)c3)ccc2OC[C@@H]1C |
| 3.0 | COc1ccc(C2=Nc3ccccc3N(C(=O)c3cc(Cl)cc(Cl)c3)C2C(=O)NCc2ccccc2)cc1 (stereo unspecified) |
| 3.8 | CC(C)C[C@H]1CN(CCCC[C@H]2CNC(=O)C(=O)N2CCc2ccc(O)cc2)C(=O)C(=O)N1CCc1ccc(O)cc1 |

3 of the entries above in order of the phage Ecoli inh value, high to low:
Compound	phage Ecoli inh
COCC(=O)N1C[C@H](C)[C@H](OC)CN(C)C(=O)c2cc(NC(=O)Nc3cccc(F)c3)ccc2OC[C@@H]1C	2.5
CN(Cc1ccccc1)C(=O)c1ccc2nc([C@@H]3O[C@H](CO)[C@H](O)[C@H](O)[C@H]3O)[nH]c2c1	1.4
COC(=O)[C@]1(Cc2ccccc2)NC=C(C(=O)c2ccccc2)[C@@H]1c1cccs1	1.3

Going on with the list.
| phage Ecoli inh | SMILES |
| --- | --- |
| 1.6 | COc1ccc(-c2nc3cc(C)c(Br)c(C)n3c2Cc2ccccc2C(F)(F)F)cc1OC |
| 2.7 | CC(C)(C)NC(=O)C(c1ccncc1)n1c(=O)c(-c2ccco2)nc2ccccc21 (stereo unspecified) |
| 1.1 | COC(=O)[C@@]12C[C@@H](CC(=O)NCc3ccc(C)o3)C(=O)N(Cc3ccccc3)C1=CCC(C)(C)C2 |
| 6.5 | CC(C)(C)S(=O)N1Cc2cc(C(=O)NCc3ccc4c(c3)OCO4)nc(-c3cccc(-c4ccccc4)c3)c2[C@@H]1CCO (stereo partly specified) |
| 0.8 | COC(=O)N1CCCCC1c1cc(C(=O)Nc2cccc3c2CCCC3)no1 (stereo unspecified) |
| 2.0 | CCOc1ccc(-c2cc(C(=O)Nc3ccc(C)c(NS(C)(=O)=O)c3)[nH]n2)c(C)c1 |
| 0.7 | Nc1nc2ncccn2c1-c1ccc(F)c(F)c1 |
| 3.6 | O=C(CCc1c[nH]c2ccccc12)Nc1ccc(Nc2cccnc2)c(Br)c1 |
| 1.0 | CCCCn1nnnc1C(c1ccccc1)N1CCN(C)CC1 (stereo unspecified) |
| 3.1 | Cc1ccc(NC(=O)N(Cc2ccco2)Cc2cc3cc(C)cc(C)c3nc2Cl)cc1 |

(more compounds)
| phage Ecoli inh | SMILES |
| --- | --- |
| 1.1 | CSc1ccccc1NC(=O)C1(C)CCN1C(=O)Cc1ccc(-c2ccccc2)cc1 (stereo unspecified) |
| 1.8 | O=NN(CC(=O)NNc1ccccc1)CC(=O)NNc1ccccc1 |
| 0.0 | CCCCOCCCNC(=O)C[C@@H]1C[C@@]2(C(=O)OC)CCCCC=C2N(Cc2ccc3c(c2)OCO3)C1=O |
| 2.5 | COc1ccc(CN2CCC2(C)C(=O)Nc2cnc3ccccc3c2)c2ccccc12 (stereo unspecified) |
| 2.2 | Cc1ccc(S(=O)(=O)N2CC3C(=O)C[C@@H](c4ccccc4)N(S(=O)(=O)c4cccc(Cl)c4)C3CC2c2ccccc2)cc1 (stereo partly specified) |
| 0.3 | CC1(C(=O)NCc2ccccc2)Cc2c(-c3cccc(C(F)(F)F)c3)ccnc2O1 (stereo unspecified) |

Screening data: PubChem BioAssay, The Scripps Research Institute Molecular Screening Center
